Source: PubChem BioAssay (several laboratories)
CSN deneddyl inh: CSN deneddylation inhibition. Purified CSN, SCF-Nedd8-OG deneddylation, fluorescence polarization. inhibition, % at 12.5 µM. hit rate 0.38% among 360,000;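 active means pattern-corrected inhibition above about 35%, with an unprinted fluorescence ratio check between 0.5 and 1.5, limit read from the data, passing the limit was not always enough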;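 further: 0% = enzyme with substrate and 100% = substrate without enzyme; some results filed as inactive read as strong as hits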
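Assay system: purified human Csn5 enzyme expressed in HEK293T cells; Input: 0.24 nM Csn5 enzyme, final concentration; Reagent: 10 nM SCFSkp2-Nedd8OG; Compound dosing: 12.5 µM single point; Times: reaction 90 min, room temperature; Technique: fluorescence polarization readout.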
Rin1 Abl inh: inhibitors of human Rin1-Abl protein interaction; hit rate 0.4% among 360,000; TR-FRET Rin1/Abl binding, biochemical; P00519+Q13671; inhibition, % at 7.35 µM; AID 588664; in the data active means inhibition above about 5%, passing the limit was not always enough
E coli Lon inh: inhibits E. coli Lon protease. P0A9M0. purified E. coli Lon protease, fluorescence polarization. inhibition, % at 7.94 µM. hit rate 0.42% among 360,000; in the data active means inhibition above about 13%, passing the limit was not always enough;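 further: 0% = enzyme with probe and DMSO and 100% = no enzyme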
Target sequence (P0A9M0 whole entry, looked up): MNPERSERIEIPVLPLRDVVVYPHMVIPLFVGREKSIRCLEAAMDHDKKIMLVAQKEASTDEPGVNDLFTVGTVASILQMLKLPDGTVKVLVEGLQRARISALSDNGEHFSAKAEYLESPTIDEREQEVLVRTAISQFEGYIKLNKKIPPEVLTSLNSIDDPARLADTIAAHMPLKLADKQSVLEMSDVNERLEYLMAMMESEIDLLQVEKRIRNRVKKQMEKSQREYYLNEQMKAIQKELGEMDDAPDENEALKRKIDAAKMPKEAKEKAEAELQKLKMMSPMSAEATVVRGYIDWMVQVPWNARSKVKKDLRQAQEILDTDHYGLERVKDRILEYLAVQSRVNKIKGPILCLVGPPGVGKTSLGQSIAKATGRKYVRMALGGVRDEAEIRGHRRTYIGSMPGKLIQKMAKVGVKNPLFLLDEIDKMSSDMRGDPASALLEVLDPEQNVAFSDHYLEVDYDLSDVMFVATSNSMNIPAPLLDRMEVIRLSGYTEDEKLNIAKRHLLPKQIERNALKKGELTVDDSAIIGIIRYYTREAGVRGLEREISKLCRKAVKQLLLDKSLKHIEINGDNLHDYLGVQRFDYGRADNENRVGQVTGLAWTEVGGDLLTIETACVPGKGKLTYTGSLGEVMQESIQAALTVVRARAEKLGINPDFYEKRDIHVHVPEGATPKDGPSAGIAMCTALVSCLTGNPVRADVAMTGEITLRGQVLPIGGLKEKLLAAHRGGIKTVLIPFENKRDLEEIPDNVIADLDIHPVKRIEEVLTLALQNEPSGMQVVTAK
FAS-TE inh: blocks the thioesterase domain of human fatty acid synthase; AID 602261; hit rate 0.67% among 360,000; inhibition, % at 15 µM; recombinant FAS-TE, OMFH fluorogenic substrate, fluorescence endpoint;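 active means compounds whose normalised, plate-corrected inhibition of enzyme fluorescence in the single-dose primary screen is 50% or more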;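 further: 0% = DMSO with enzyme and 100% = substrate without enzyme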
PABP1 MLLE inh: inhibitors of microRNA-mediated deadenylation, human PABP1 MLLE binding; inhibition, % at 20 µM; GST-MLLE / FITC-PAM2 fluorescence polarization; hit rate 0.36% among 360,000; P11940; in the data active means inhibition above about 35%, passing the limit was not always enough;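 further: plate controls were DMSO wells with GST-MLLE for no effect and wells lacking GST-MLLE protein for full effect; some results filed as inactive read as strong as hits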
MsrA inh: inhibits bovine methionine sulfoxide reductase A; purified bovine MsrA, absorbance read-out; inhibition, % at 15.5 µM; hit rate 0.75% among 360,000; AID 651718; in the data active means inhibition above about 4.5%;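 further: 0% = vehicle wells with enzyme and 100% = reference inhibitor wells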
MT1-MMP act inh: MT1-MMP (human) activation inhibition; P50281; HT1080 RFP-PRO-GFP cells, GFP/RFP ratio fluorescence, overnight; percent of plate control window, DMSO zero; GFP/RFP ratio change, % at 20 µM; hit rate 0.061% among 360,000; AID 651647;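 active means GFP/RFP ratio change of at least 30% with cell ATP level not reduced by more than half and red fluorescence within 50% of control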; further: strong numbers were not always called active
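Test system: HT1080 cells expressing an RFP-PRO-GFP fluorescent reporter construct / Compound dosing: single-point 20 µM compound, 1% DMSO / Schedule: cells overnight before dosing, compound overnight, 37 °C, 5% CO2 / Evaluation: GFP/RFP fluorescence ratio / Control set: DMSO and RFP-L50D-GFP cell wells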
MsrA act: bovine methionine sulfoxide reductase A activation; AID 602163; activation, % at 10.6 µM; hit rate 0.3% among 360,000; purified bovine MsrA, absorbance read-out; in the data active means activation above about 7.5%;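 further: 0% = vehicle and 100% = reference activator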
Rpn11 block: Rpn11 (human) deubiquitinase inhibition | hit rate 0.59% among 360,000 | O00487 | AID 588493 | calls only at 20 µM | human 26S proteasome, Ub4-pepOG fluorescence polarization; 20S core pre-blocked with epoxomicin;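 active means inhibition at 20 µM, scaled to each plate's controls, above about 33%, limit read from the data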
Target sequence (O00487 whole entry, looked up): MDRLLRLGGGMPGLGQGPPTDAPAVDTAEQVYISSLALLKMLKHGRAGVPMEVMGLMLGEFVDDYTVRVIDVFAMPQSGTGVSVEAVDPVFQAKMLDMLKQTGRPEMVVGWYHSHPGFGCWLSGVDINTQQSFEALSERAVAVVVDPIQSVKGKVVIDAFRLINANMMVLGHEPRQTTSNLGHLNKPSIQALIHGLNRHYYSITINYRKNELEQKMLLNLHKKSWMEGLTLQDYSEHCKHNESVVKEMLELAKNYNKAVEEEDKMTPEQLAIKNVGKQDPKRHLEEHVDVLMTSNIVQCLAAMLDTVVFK
An asterisk follows results filed as active; i = inactive; . = not tested or not shown.

SMILES	CSN deneddyl inh	Rin1 Abl inh	E coli Lon inh	FAS-TE inh	PABP1 MLLE inh	MsrA inh	MT1-MMP act inh	MsrA act	Rpn11 block
Cc1ccccc1NC(=O)c1nn(-c2ccc(F)c(F)c2)ccc1=O	4	1	-5	12	1	1.6	-3	1	i
CCc1ccc(-c2nc(CSCC(=O)NCc3ccco3)c(C)o2)cc1	3	2	-18	3	10	-0.9	-4	-2	i
CCN1C(=NCc2ccco2)N[C@@H](c2cccc(C(F)(F)F)c2)C(C(=O)OC)=C1C	5	1	-9	-18	-122	0.0	-18	-1	i
CC(=O)Nc1ccc(S(=O)(=O)N2CCSCC2)cc1	3	4	-2	-6	-6	0.2	9	-3	i
Cc1cc(NCc2cccnc2)nc(N)n1	-3	-1	4	-4	2	-0.4	-1	-3	i
O=C(NCc1ccc(Cl)cc1)c1cccc(S(=O)(=O)N2CCCC2)c1	-5	-4	-5	10	3	0.6	-1	-1	i
CN1C(=O)S/C(=C/c2cccnc2)C1=O	0	-3	2	-7	13	4.0	1	-2	i
Cc1cccc(C(=O)NN(C)c2nc(-c3ccccc3)nnc2C(F)(F)F)c1	0	-7	-10	-5	6	-0.8	8	-7	i
COC(=O)CCC(=O)Nc1ccc(S(=O)(=O)Nc2nc(C)cc(C)n2)cc1	0	1	-4	-4	12	-0.3	-1	-2	i
N=c1oc2ccccc2cc1C(=O)Nc1cccc(F)c1	-4	2	6	0	-7	-0.1	3	-2	i
Oc1ccc(N=Cc2ccc(OCc3ccccc3)cc2)cc1	7	-2	9	7	15	0.9	11	-2	i
COc1ccc(-c2noc3c2-c2nc(-c4cccc(C)c4)sc2CC3)cc1	2	0	-1	32	-5	-1.4	-2	-3	i
CCCNC(=O)C1Cc2cc(S(=O)(=O)N3CCCC3)ccc2N1C(C)=O (configuration not stated)	-4	1	-3	-3	-6	1.0	-2	-1	i
Cc1cc(=O)n2nc(N3CCCC(C(=O)NCc4cccc(Br)c4)C3)sc2n1 (configuration not stated)	-6	3	6	-3	3	-0.6	-1	-1	i
O=C(CSc1nc2cc(Cl)ccc2o1)NC1CC1	1	0	0	-3	9	0.3	-2	-3	i
O=C(C1CCN(S(=O)(=O)c2ccc(F)cc2)CC1)N1CCOCC1	-3	0	5	-9	8	0.4	0	-5	i
C=CCNC(=O)c1onc(CCl)c1C(=O)OC	3	1	-5	-8	16	0.4	3	-3	i
O=C(Nc1ccc(CN2CCOCC2)cc1)c1cc2ccccc2o1	0	1	3	-6	15	0.7	-2	-1	i
COc1ccc(C(=O)NCCC2=CCCCC2)cc1S(=O)(=O)N1CCOCC1	1	-2	3	-3	0	-0.4	0	-1	i
CCCCCCCN1C(Nc2ccccc2)=NC[C@@H]1Cc1ccccc1	0	-3	4	-124	-41	-0.9	5	3	i
Cc1nnc(SC(=O)N2c3ccccc3Sc3ccccc32)s1	0	-6	0	40	19	-0.2	11	1	i
ClC1(Cl)CC1Cn1cnc2ccccc21 (configuration not stated)	-4	-5	-9	-5	6	0.3	-9	0	i
COc1cc(NS(=O)(=O)c2ccc(NC(=S)NC(=O)c3ccc(Br)cc3)cc2)ncn1	-1	-8	-1	0	16	-0.2	4	-3	i
Cc1csc(SCCn2c(Br)nc3c2c(=O)[nH]c(=O)n3C)n1	-7	-1	-3	-8	2	-1.0	-2	-5	i
CCC[C@H]1CC(=O)C=C(c2ccsc2)ON1C(=O)OC(C)(C)C	3	-1	4	13	-11	0.5	2	1	i
c1ccc2c(Nc3ccc4c(c3)OCCO4)c3c(nc2c1)CCC3	-2	-5	-7	-1	11	-0.1	3	-1	i
Cc1ccc(SCC(=O)Nc2ccc(N3CCOCC3)cc2)cc1C	4	1	1	-7	10	0.3	1	-6	i
O=c1cc[nH]c2ccc([N+](=O)[O-])cc12	0	-5	-9	2	13	1.6	1	-4	i
CC1(c2cc([N+](=O)[O-])cc([N+](=O)[O-])c2)CC(C)(C)N(C(=O)c2ccccc2)c2ccccc21 (configuration not stated)	0	5	-2	38	-4	0.0	-11	-1	i
CCOC(=O)c1c(NC(=S)N2CCN(C)CC2)sc2c1CCN(C(=O)OCC)C2	4	-4	2	-32	-10	1.4	2	-1	i
Cc1cc(-c2nnc(CCC(=O)NC(C)c3ccccc3Cl)o2)no1 (configuration not stated)	-1	-1	-2	-4	6	0.5	1	-1	i
COc1ccccc1NC(=O)Cc1noc(CN(C)Cc2cccs2)n1	-4	-1	-1	-4	-1	0.0	-3	-5	i
COc1ccccc1N1CCN(C(=O)c2cc(N3C(=O)C4C5CCC(C5)C4C3=O)ccc2Cl)CC1 (configuration not stated)	-6	1	-2	4	-12	-0.2	-1	-1	i
Cc1cc(C)n(CC(=O)N/N=C/c2cccs2)n1	0	-1	-5	-12	-1	0.7	1	1	i
CN(C)S(=O)(=O)N1CCC(n2nccc2NC(=O)CCc2ccccc2)CC1	-2	-1	-1	0	1	0.1	-3	-3	i
Cc1[nH]c(C)c(S(=O)(=O)NCc2ccc(Cl)cc2)c1C(=O)N1CCCC1	3	0	6	-5	16	-0.9	-2	-1	i
COc1cccc(NC(=O)c2ccc(C(=O)c3ccccc3)o2)c1	1	2	4	14	5	2.0	2	-3	i
Cc1cccc(NC(=O)CN(CC2CCCO2)C(=O)c2oc3ccccc3c2C)c1C (configuration not stated)	1	-1	-2	3	4	-0.5	-1	-1	i
CN1CCN(C(=O)/C=C/c2ccccc2)CC1	-3	-2	1	-4	16	0.6	1	-2	i
Cc1cc(/C=C(/C#N)C(=O)O)c(C)n1-c1cccc2ccccc12	2	2	-12	6	0	5.7*	5	-3	i
CCOC(=O)C1CN(S(=O)(=O)c2ccc(C)cc2)c2cc(S(=O)(=O)CC)ccc2O1 (configuration not stated)	5	-1	11	8	12	1.1	3	0	i
O=C1NC(c2ccccc2Cl)=N/C1=C/c1ccco1	2	-1	-5	-4	-6	0.3	0	-7	i
CCOC(=O)C1(C(=O)OCC)COC(=O)C1CN1Cc2cc3ccccc3nc2C1 (configuration not stated)	9	-3	-45	-6	-56	1.0	-11	-4	i
COc1ccc(CC2S/C(=N/N=C/c3ccccc3O)NC2=O)cc1 (configuration not stated)	3	-2	-6	3	5	1.2	7	-4	i
COC(=O)CC1C(=O)NCCN1C(=O)c1ccccc1 (configuration not stated)	1	1	-11	-2	-13	-1.3	5	0	i
COC(=O)c1cc(NC(=O)c2ccc([N+](=O)[O-])cc2)c(=O)oc1C	5	0	-10	0	7	1.2	0	-3	i
CCS(=O)(=O)N1CCC(NC(=O)C(Cc2cccc(OC)c2OC)NC(C)=O)CC1 (configuration not stated)	-2	1	3	-6	15	1.5	-5	0	i
CC(=O)NC(=O)COC(=O)/C=C/c1c(C)nn(Cc2c(Cl)cccc2Cl)c1Cl	-1	2	-2	7	4	0.9	11	-2	i
Cn1cccc1-c1nc2ccccc2n1C	11	-3	-3	0	14	0.0	5	-4	i
COc1ccc(-c2noc3c2-c2nc(-c4ccc(Cl)cc4)sc2CC3)cc1	2	5	11	32	-12	-0.9	3	-3	i
Cc1cc(C)nc(N(C#N)CC(=O)c2ccccc2)n1	1	0	-6	-5	-5	1.4	5	-3	i
COC(=O)c1cc2c(N)c(C(=O)c3ccccc3)sc2nc1C(OC)OC	3	-5	-9	6	-4	0.1	-2	-4	i
O=C(CN1CCCC1)Nc1c2c(nc3ccccc13)N(Cc1ccccc1)CC2	7	-3	-3	-7	20	2.8	-2	-3	i
COc1cc2nc(CN3CCN(S(=O)(=O)c4ccccc4C(F)(F)F)CC3)[nH]c(=O)c2cc1OC	-3	1	-3	1	-15	1.7	-7	-4	i
C=CCc1c(OC)ccc2ccc(=O)oc12	3	-1	-10	-7	-2	1.1	-1	-1	i
COC(=O)c1ccc(N2CCN(C(C)=O)CC2)c(NC(=O)c2cccnc2)c1	-3	-4	-7	-5	-5	-0.5	0	0	i
Clc1ccc(COn2nnc3ccccc32)c(Cl)c1	-3	-1	5	10	-2	0.1	0	-12	i
Cn1c(=O)c2c(nc(CN3CCN(C(=O)c4ccco4)CC3)n2CCc2ccccc2)n(C)c1=O	-2	-3	4	-7	20	-0.2	-2	-1	i
C=CCn1c(SCC(=O)c2c(N)n(C)c(=O)n(C)c2=O)nnc1-c1ccccc1F	-9	4	3	-5	-9	-0.8	4	-6	i
Cc1ccc(S(=O)(=O)N2CCCCC2)cc1NC(=O)c1cc(F)c(F)c(F)c1F	-1	1	-12	13	3	-0.5	-1	-2	i
(list continues)
SMILES	CSN deneddyl inh	Rin1 Abl inh	E coli Lon inh	FAS-TE inh	PABP1 MLLE inh	MsrA inh	MT1-MMP act inh	MsrA act	Rpn11 block
CC1CCCC(C)N1CCCNC(=O)C1CCCN(c2ncnc3c2nc2n3CCCCC2)C1 (configuration not stated)	4	1	7	-4	-9	-0.1	-2	-10	i
COc1ccc(C(c2nnnn2C2CCCC2)N2CCN(C(=O)c3ccco3)CC2)cc1OC (configuration not stated)	3	-2	-1	-4	-10	0.5	1	-1	i
CN(CCCCCCCCC(=O)/C=N/O)Cc1ccccc1	-2	-2	2	-30	-6	-2.4	0	1	i
C(=N\c1nc2ccccc2n1CCN1CCOCC1)/c1cccs1	-6	0	-8	-7	-10	0.2	-1	-2	i
Cc1nc2ccc(C(=O)NCCCn3ccnc3)cn2c1N(C)C(=O)CCc1ccccc1	-6	-5	4	-10	0	0.2	3	-1	i
CC(=O)c1cnn(-c2ccc(Cl)c(Cl)c2Cl)c1C	-6	0	5	8	-15	0.1	4	-2	i
CCOc1ccc(C2NC(=O)Cc3cc(OC)c(OC)cc32)cc1 (configuration not stated)	1	1	-6	-4	-8	-0.3	6	-5	i
COC(=O)CSc1nc2c(c(-c3ccco3)c1C#N)CCCC2	12	0	1	16	-6	.	-7	-1	i
CN(C)CCCNC(=O)N1c2ccccc2C=Cc2ccccc21	4	3	1	-6	-5	2.8	-2	-2	i
CCn1c(Cc2ccccc2)nnc1SCC(=O)Nc1ccc(N)cc1	-4	-1	-8	-5	-28	0.3	-1	-2	i
O=C(NCc1cccc(Cl)c1)c1cccc(S(=O)(=O)N2CCCCC2)c1	1	0	-5	13	8	-0.2	3	-4	i
CCN(CC)S(=O)(=O)c1cccc(-c2n[nH]c(=S)n2/N=C/c2ccc(C(=O)OC)cc2)c1	-1	-3	5	23	12	1.9	5	2	i
Cn1nnc(NCc2cc(Br)ccc2OCc2ccccc2F)n1	-2	2	4	5	-12	0.5	-2	-12	i
COC(=O)c1cn(Cc2cc(OC)ccc2OC)cc(F)c1=O	4	-1	-7	-6	-7	.	0	-2	i

Single records (already shown). Screens in order: CSN deneddyl inh | Rin1 Abl inh | E coli Lon inh | FAS-TE inh | PABP1 MLLE inh | MsrA inh | MT1-MMP act inh | MsrA act | Rpn11 block
Profile of `CN(CCCCCCCCC(=O)/C=N/O)Cc1ccccc1` = -2 | -2 | 2 | -30 | -6 | -2.4 | 0 | 1 | i
Profile of `COC(=O)CSc1nc2c(c(-c3ccco3)c1C#N)CCCC2` = 12 | 0 | 1 | 16 | -6 | . | -7 | -1 | i
Profile of `C(=N\c1nc2ccccc2n1CCN1CCOCC1)/c1cccs1` = -6 | 0 | -8 | -7 | -10 | 0.2 | -1 | -2 | i
